Screening results: PubChem BioAssay, National Center for Advancing Translational Sciences (NCATS)
Tau filament bind – tau filament binding; P10636; recombinant tau filaments, thioflavin S fluorescence, 15 h; filaments grown with octadecylsulfate alongside compound; Potency, µM (series often up to 57.1 µM), for inactives: top-dose activity change, negative = inhibition; actives 2% (n = 71,000); AID 596;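 further: potency means the concentration at half of the fitted maximal effect; on the % scale 0 is the no-effect control and ±100 the full control effect; actives lower thioflavin S fluorescence by blocking filaments or displacing dye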
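Recombinant tau protein (human, 1 uM final) plus 30 uM ODS in HEPES pH 7.4 with NaCl, DTT and thioflavine S. Compound present from the start; fluorescence at 510 nm after 15 h, 37 C.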
CRE-bla Fsk – modulators of forskolin-stimulated CRE signaling in CHO cells | Potency, µM (doses to about 38.2 µM), inactives show top-dose activity change, negative = inhibition, actives largely listed as activators | actives 2.5% (n = 71,000) | CHO CRE-bla reporter (cAMP response element driving beta-lactamase), forskolin EC10, beta-lactamase ratio; active means well fitted activation curve with a large enough effect in the signal ratio, with a control signal flat, not every such curve was filed as active; inconclusive means small, poorly fitted or top-dose-only effect, or effect the other way, or a change in a side signal; the % refers to the signal ratio; further: potency means the concentration at half of the fitted maximal effect; % of control where 0% means no effect
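Modulation of forskolin-driven signalling is measured in CHO cells carrying a CRE-controlled beta-lactamase reporter. Cells are stimulated with EC10 NKH 477 in the presence of titrated compound for 3 h at 37 °C, then loaded with CCF4 for 2 h at room temperature.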
FLuc inh – firefly luciferase inhibition | P08659 | purified firefly luciferase, luminescence, 8 min | Potency, µM (highest dose often 57.1 µM), for inactives: top-dose activity change, negative = inhibition, hits mostly inhibitors | actives 2.2% (n = 72,000) | AID 411; further: potency means the concentration at half of the fitted maximal effect; on the % scale 0 is the no-effect control and ±100 the full control effect; nearly all actives have a fitted effect of over 40% in size
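Here, luciferase activity is measured as luminescence following an 8 min room-temperature reaction at 10 uM ATP, pH 7.2. Every library sample is titrated.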
BRCT inh green – blocks human BRCA1 BRCT binding to phosphopeptide, green readout; Potency, µM (series often up to 76.9 µM), for the others: at the highest dose activity change, negative = inhibition, usual class: inhibitors; P38398; actives 0.05% (n = 75,000); BRCA1 BRCT-phosphopeptide binding, green fluorescence polarization;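 further: potency means the concentration at half of the fitted maximal effect; plate controls were peptide without protein for full effect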
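Compounds were incubated for 12 min at room temperature with a complex of 100 nM fluorescein-tagged pBACH1 decapeptide and 250 nM His-tagged BRCT protein. Buffer was phosphate pH 7.3 with EDTA, DTT and Tween 20. Disruption of binding lowers the polarization signal.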
USP2a inh – blocks human ubiquitin-specific protease USP2a; O75604; actives 0.1% (n = 60,000); USP2a enzymatic assay, qHTS inhibition; Potency, µM (series often up to 38.3 µM), for the others: top-dose activity change, negative = inhibition, actives largely listed as inhibitors;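 further: potency means the concentration at half of the fitted maximal effect; nearly all actives have a fitted effect of over 60% in size; plate controls were DMSO for no effect and NEM full inhibition control for full effect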
Target sequence (O75604 whole entry, looked up): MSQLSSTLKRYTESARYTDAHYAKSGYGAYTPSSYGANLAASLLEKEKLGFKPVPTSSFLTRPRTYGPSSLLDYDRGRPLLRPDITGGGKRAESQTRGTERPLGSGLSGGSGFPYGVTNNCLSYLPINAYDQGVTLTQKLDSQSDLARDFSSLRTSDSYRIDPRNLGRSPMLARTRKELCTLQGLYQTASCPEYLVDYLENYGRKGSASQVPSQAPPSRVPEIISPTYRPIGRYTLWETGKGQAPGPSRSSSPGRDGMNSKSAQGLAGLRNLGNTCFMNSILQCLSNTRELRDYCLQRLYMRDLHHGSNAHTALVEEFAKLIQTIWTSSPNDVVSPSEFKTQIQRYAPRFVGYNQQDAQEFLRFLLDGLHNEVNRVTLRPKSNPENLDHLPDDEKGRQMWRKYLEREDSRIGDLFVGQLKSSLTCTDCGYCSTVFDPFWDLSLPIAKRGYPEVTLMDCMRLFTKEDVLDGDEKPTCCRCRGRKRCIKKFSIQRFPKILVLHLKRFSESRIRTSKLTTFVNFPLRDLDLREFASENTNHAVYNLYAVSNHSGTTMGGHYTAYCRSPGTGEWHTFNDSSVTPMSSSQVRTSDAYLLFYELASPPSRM
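USP2 core (20 nM final) was preincubated with compound for 30 min at RT in 20 mM Tris-HCl pH 8.0, 2 mM CaCl2, 2 mM beta-mercaptoethanol; Ub-PLA2 (20 nM) plus NBD C6-HPC (20 uM) then added, fluorescence read after 2.5 h.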
BRCT PPI red – BRCT-phosphoprotein interaction inhibition (red fluorophore) | P38398 | BRCT-phosphopeptide binding, red fluorescence polarization | Potency, µM (doses to about 76.9 µM), inactives show at the highest dose activity change, negative = inhibition, most hits filed as inhibitors | actives 0.03% (n = 75,000); further: on the % scale 0 is the no-effect control and ±100 the full control effect
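Rhodamine-labelled pBACH1 10-mer (100 nM) bound to BRCT domain (100 nM) at pH 7.3; compounds incubated 12 min room temperature, polarization read. Free peptide defines full inhibition; unlabelled decapeptide titrated as control.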
A350 fluor – A350 region autofluorescence. max dye-equivalent concentration, M. actives 11% (n = 59,000). AID 590. Compound autofluorescence, 340/450 nm, Alexa 350 dye-equivalents; hits give high values; in the data active means max dye-equivalent concentration above about 10 nM; inconclusive means mostly about 1.1 nM to 9.6 nM
HEK293 cAMP ctrl – parental HEK293 cAMP activation (counter-screen); parental HEK293 CNG cAMP sensor, membrane potential fluorescence; actives 2.5% (n = 73,000); AID 938; Potency, µM (top dose mostly 57.1 µM), for the others: top-dose activation, usual class: activators; further: potency means the concentration at half of the fitted maximal effect; % of control where 0% means no effect; nearly all actives have a fitted effect of over 55% in size
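Parental HEK 293 cells stably expressing a modified CNG channel (no TSHR) report cAMP rise as membrane depolarization. Membrane potential dye with 100 uM RO 20-1724 was loaded for 60 min at room temperature, then compound added for 30 min; fluorescence read at 590 nm.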
Caspase-1 inhib – allosteric or competitive inhibitors of human caspase-1 | Caspase-1 enzyme, Ac-WEHD-AFC fluorogenic rate | Potency, µM (highest dose often 57.5 µM), for the others: at the top dose activity change, negative = inhibition, hits mostly inhibitors | actives 0.03% (n = 75,000) | P29466;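 further: potency means the concentration at half of the fitted maximal effect; plate controls were vehicle for no effect and no substrate for full effect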
Target sequence (P29466 120-297 limits assumed): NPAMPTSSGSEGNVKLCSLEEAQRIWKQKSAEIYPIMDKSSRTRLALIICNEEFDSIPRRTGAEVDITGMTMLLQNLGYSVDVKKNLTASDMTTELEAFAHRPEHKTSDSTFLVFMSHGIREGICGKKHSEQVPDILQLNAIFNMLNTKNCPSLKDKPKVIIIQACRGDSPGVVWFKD
Target sequence (P29466 317-404 limits assumed): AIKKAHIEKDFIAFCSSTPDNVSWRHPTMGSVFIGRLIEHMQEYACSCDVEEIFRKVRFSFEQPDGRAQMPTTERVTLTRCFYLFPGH
Caspase-7 inhib – allosteric or competitive inhibitors of human caspase-7 | recombinant caspase-7, Ac-DEVD-AFC fluorescence rate | Potency, µM (titrated, usually from 57.5 µM), inactives show top-dose activity change, negative = inhibition, actives largely listed as inhibitors | AID 889 | actives 0.02% (n = 75,000) | P55210; active means well fitted inhibition curve with a large enough effect in the main read-out, with a control signal flat, not every such curve was filed as active; inconclusive means small, poorly fitted or top-dose-only effect, or a change in a side signal; further: potency means the concentration at half of the fitted maximal effect; % of control where 0% means no effect
ERK AVP inh – blocks ERK signaling stimulated by vasopressin | HEK293-V1b, vasopressin-stimulated pERK AlphaScreen | Potency, µM (doses to about 57.5 µM), inactives show at the highest dose activity, negative = inhibition, hits mostly inhibitors | actives 0.99% (n = 72,000); further: potency means the concentration at half of the fitted maximal effect; on the % scale 0 is the no-effect control and ±100 the full control effect; nearly all actives have a fitted effect of over 55% in size
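V1b-HEK293 cells; cpd 30 min 37C; 25 nM vasopressin 5 min; lyse 10 min; AlphaScreen beads 5 hr RT. Normalized to DMSO basal and 25 nM vasopressin; AC50 by Hill fit.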
* hit, by the source's call; i = inactive; ? = inconclusive; nt = no result given; & = joins results of further samples; [ ] = dose if it differs, or a comment. Unless noted, the call rests on the fitted dose curve; in most records, active means well fitted curve in the direction sought with a large enough effect; inconclusive means small, poorly fitted or top-dose-only effect, or another doubt; inactive means no such curve, though single readings can be large; an effect the other way counts as inactive or inconclusive.

SMILES | Tau filament bind | CRE-bla Fsk | FLuc inh | BRCT inh green | USP2a inh | BRCT PPI red | A350 fluor | HEK293 cAMP ctrl | Caspase-1 inhib | Caspase-7 inhib | ERK AVP inh
O=C1CC(N2CCN(c3ccc(O)cc3)CC2)C(=O)N1Cc1cccs1 (stereo unspecified) | -21% | -11% | 0% | -0.1% | 5% | 0.4% | i | 9% | -2% | 0% | -15%
COC(=O)CNC(=O)C1CCCN1C(=O)CNC(=O)OC(C)(C)C (stereo unspecified) | 5% | 6% | 2% | -2.4% | 0% | 0.2% | i | 17% | 2% | 1% | -2%
Cc1ccc(C#CC2C=CC(Oc3ccc4c(c3)OCO4)C(CO)O2)c(C)c1 (stereo unspecified) | nt | nt | nt | 0.7%[15.4 µM] | nt | -0.8%[15.4 µM] | nt | -3%[11.4 µM] | -8%[11.5 µM] | 0%[11.5 µM] | 3%[11.5 µM]
COc1ccc(Oc2ncnc3c2oc2ccc(Br)cc23)cc1 | -10% | 3% | -1% | -0.8% | -4% | -0.4% | i | 8% | -3% | 1% | -3%
O=S(=O)(c1ccc(F)cc1)N1CCC(N2CCCC2)CC1 | 0% | -4% | 2% | -2.4% | nt | -0.4% | nt | 10% | 1% | 0% | -13%
CC(=O)Oc1ccc(C(c2ccc(OC(C)=O)cc2)c2ccccn2)cc1 | -7% | 0% | 3%&-3%[25.5 µM] | -0.6%[3.08 µM] | -4% | -0.6% | i | 2.5µM* | -1% | 1% | -8%
OC[C@H]1O[C@@H]2O[C@H]3[C@H](O)[C@@H](O)[C@@H](O[C@H]4[C@H](O)[C@@H](O)[C@@H](O[C@H]5[C@H](O)[C@@H](O)[C@@H](O[C@H]6[C@H](O)[C@@H](O)[C@@H](O[C@H]7[C@H](O)[C@@H](O)[C@@H](O[C@H]1[C@H](O)[C@H]2O)O[C@@H]7CO)O[C@@H]6CO)O[C@@H]5CO)O[C@@H]4CO)O[C@@H]3CO | -9% | -1% | nt | -2.6% | nt | 0.0% | nt | ? | 0% | 1% | 11%
CCOC(=O)C1C(=O)C=C(c2cccc(NS(C)(=O)=O)c2)CC1c1ccco1 (stereo unspecified) | -10% | -6% | 0% | 0.7% | 15% | -0.6% | i | 7% | -2% | -2% | ?
C=CCn1c(COc2ccc(CC)cc2)nnc1SCC(=O)N(C)C1CCS(=O)(=O)C1 (stereo unspecified) | -10% | ? | -4% | -1.1% | -3% | 1.3% | i | 4% | 1% | nt | -12%
CN1CCN(S(=O)(=O)c2ccc(Sc3nc4ccccc4[nH]3)c3nsnc23)CC1 | 47% | -9% | 0% | -6.2% | 11% | -0.4% | 1.4e-08M* | -17% | -1% | -3% | ?

Shown field by field: part of the list above
structure: CC(=O)Oc1ccc(C(c2ccc(OC(C)=O)cc2)c2ccccn2)cc1
  Tau filament bind: -7%
  CRE-bla Fsk: 0%
  FLuc inh: 3%&-3%[25.5 µM]
  BRCT inh green: -0.6%[3.08 µM]
  USP2a inh: -4%
  BRCT PPI red: -0.6%
  A350 fluor: i
  HEK293 cAMP ctrl: 2.5µM*
  Caspase-1 inhib: -1%
  Caspase-7 inhib: 1%
  ERK AVP inh: -8%

structure: C=CCn1c(COc2ccc(CC)cc2)nnc1SCC(=O)N(C)C1CCS(=O)(=O)C1 (stereo unspecified)
  Tau filament bind: -10%
  CRE-bla Fsk: ?
  FLuc inh: -4%
  BRCT inh green: -1.1%
  USP2a inh: -3%
  BRCT PPI red: 1.3%
  A350 fluor: i
  HEK293 cAMP ctrl: 4%
  Caspase-1 inhib: 1%
  Caspase-7 inhib: nt
  ERK AVP inh: -12%

structure: CN1CCN(S(=O)(=O)c2ccc(Sc3nc4ccccc4[nH]3)c3nsnc23)CC1
  Tau filament bind: 47%
  CRE-bla Fsk: -9%
  FLuc inh: 0%
  BRCT inh green: -6.2%
  USP2a inh: 11%
  BRCT PPI red: -0.4%
  A350 fluor: 1.4e-08M*
  HEK293 cAMP ctrl: -17%
  Caspase-1 inhib: -1%
  Caspase-7 inhib: -3%
  ERK AVP inh: ?

structure: CCOC(=O)C1C(=O)C=C(c2cccc(NS(C)(=O)=O)c2)CC1c1ccco1 (stereo unspecified)
  Tau filament bind: -10%
  CRE-bla Fsk: -6%
  FLuc inh: 0%
  BRCT inh green: 0.7%
  USP2a inh: 15%
  BRCT PPI red: -0.6%
  A350 fluor: i
  HEK293 cAMP ctrl: 7%
  Caspase-1 inhib: -2%
  Caspase-7 inhib: -2%
  ERK AVP inh: ?

The list goes on.
SMILES | Tau filament bind | CRE-bla Fsk | FLuc inh | BRCT inh green | USP2a inh | BRCT PPI red | A350 fluor | HEK293 cAMP ctrl | Caspase-1 inhib | Caspase-7 inhib | ERK AVP inh
Cc1ccc(NC(=O)CS(=O)CC(=O)Nc2ccc3c(c2)OCO3)cc1Cl (stereo unspecified) | ? | -18% | -1% | -0.9% | 1% | 0.3% | ? | -8% | 1% | -4% | -10%
Cn1cccc1Cc1nnc(SCC(N)=O)n1-c1ccc(F)cc1 | ? | 0% | 2% | -6.0% | nt | 1.0% | nt | 7% | -1% | 0% | -9%
CC1CCN(S(=O)(=O)c2ccc(NC(=O)Cn3nnc(-c4ccccc4)n3)cc2)CC1 | 179% | -10% | -2% | -0.8% | -20% | -1.2% | i | 7% | 0% | -1% | 16%
COc1ccccc1-c1cc(NCc2cccnc2)ncn1 | 0% | ? | 0%[2.29 µM] | -2.2% | -5% | 0.1% | i | 2% | -1% | 2% | -18%
CCCCOc1ccccc1NC(=O)c1ccc(=O)[nH]c1 | -10% | 4% | 0% | 0.7% | 1% | -0.6% | i | 5% | 0% | 2% | -21%
Cc1cc(C)nc(N2CCC(C(=O)Nc3ccc(Oc4ccccc4)cc3)CC2)n1 | -2% | 0% | 2% | -2.6% | 31%[activator] | -1.0% | i | 6% | -1% | -1% | 2%
Cc1c(C(=O)NCc2ccc3c(c2)OCO3)oc2ccc(S(=O)(=O)N3CCCC3)cc12 | 32% | -4% | 2% | 0.3% | 25% | -0.5% | i | 17% | 0% | -1% | ?
COC(=O)c1ccc(OCC(O)CN(CCO)CCO)cc1 (stereo unspecified) | 4% | -10% | -4% | 0.1% | -2% | 0.3% | i | -1% | 3% | 0% | 4%
Cc1nc2c(c(C)nn2-c2ccccc2)c(C)c1Cl | 16% | 18% | 4% | -5.3% | nt | -1.6% | nt | 5% | -3% | -2% | nt
CCCNc1nc2c(c(=O)n(C)c(=O)n2C)n1Cc1ccc(F)cc1 | -4% | 27% | 3% | -2.7% | nt | 1.1% | nt | 27% | -1% | -1% | nt
COC(=O)[C@@H]1C[C@@H]2CC[C@@H](O)C[C@@H]2N1Cc1ccc(C)s1 | nt | nt | nt | -1.1% | nt | -0.3% | nt | nt | -1% | -2% | 8%
O=C(CSc1nnc(NC(=O)C2CCC2)s1)NC1CC1 | -4% | -3% | 1% | -0.2% | -6% | 0.2% | i | -3% | 0% | 0% | 4%[11.5 µM]
COc1ccc(-c2nnc(Nc3nc4c(OC)cccc4s3)o2)c(OC)c1 | 489% | 2% | 13µM* | -1.6% | 46%[activator] | -0.9% | 5.6e-08M* | -1% | -3% | 0% | 18%
CC1CN(C(=O)c2cc3ccccc3oc2=O)CC(C)O1 (stereo unspecified) | -18% | -1% | 1% | 0.2% | -4% | -0.8% | nt | 6% | 0% | 0% | -3%
Cc1ccc(N2CC(C(=O)NCc3cccnc3)CC2=O)cc1 (stereo unspecified) | -3% | -28% | 1% | 0.5% | 4% | 1.2% | i | 6% | 0% | -4% | -26%
COc1ccc(CNC(=O)C2CCCN2S(=O)(=O)c2ccc(C)cc2)cc1 (stereo unspecified) | 12% | -6% | 0% | 0.0% | 7% | 0.4% | i | -4% | 1% | 1% | -25%
COc1ccc(CCNS(=O)(=O)c2ccc(C3CNC(=O)C3)cc2)cc1OC (stereo unspecified) | -1% | ? | 1% | -0.8% | 0% | -0.8% | i | 5% | 1% | 1% | -17%
Cn1c(=O)[nH]c(=O)c2c1nc(N1CCCCCC1)n2CCSc1nc2ccccc2o1 | -10% | -5% | 2% | -1.7% | nt | 0.4% | nt | 2% | 0% | 1% | nt
CC(=O)OC/C=C(\C)CCC=C(C)C | 10% | -12% | nt | -1.1% | nt | -0.2% | nt | 35% | -2% | -3% | -6%
Cc1nc2ccc(S(=O)(=O)NC(C(=O)NCc3ccco3)C(C)C)cc2s1 (stereo unspecified) | -11% | -12% | 5% | 0.2% | nt | -0.1% | nt | ? | 1% | -2% | 2%
